Bioassay records from PubChem BioAssay.
Polio RdRp inh: poliovirus RNA polymerase inhibition; % elongation, % (compound at 16.7 µg/mL); 0.66% of 150,000 active; poliovirus polymerase elongation, fluorescence polarization; hits give low values; P03300; in the data active = % elongation below about 90%; also: some results filed as inactive read as strong as hits
Target sequence (P03300 1749-2209 limits assumed): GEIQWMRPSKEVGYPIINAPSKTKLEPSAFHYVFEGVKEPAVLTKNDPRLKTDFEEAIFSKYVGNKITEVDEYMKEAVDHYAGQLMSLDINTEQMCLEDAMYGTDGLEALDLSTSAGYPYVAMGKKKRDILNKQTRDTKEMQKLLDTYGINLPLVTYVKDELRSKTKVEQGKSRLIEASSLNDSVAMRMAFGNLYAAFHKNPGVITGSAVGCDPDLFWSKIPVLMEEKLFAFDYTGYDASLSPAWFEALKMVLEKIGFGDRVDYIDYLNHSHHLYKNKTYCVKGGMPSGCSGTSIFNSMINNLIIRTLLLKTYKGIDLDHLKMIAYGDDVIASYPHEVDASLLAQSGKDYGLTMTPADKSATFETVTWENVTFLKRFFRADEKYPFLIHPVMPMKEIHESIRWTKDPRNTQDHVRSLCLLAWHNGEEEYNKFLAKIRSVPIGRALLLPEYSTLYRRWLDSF
Polio RdRp inh FP z-score: recorded beside Polio RdRp inh, whose call it bears; z-score; measured here: FP z-score; hits read low
The depositor's hits bear a star. An excerpt (hit frequency here may not be typical).

SMILES	Polio RdRp inh	Polio RdRp inh FP z-score
Cc1cccc(NC(=O)Cn2c(=O)n(CC3CCC(C(=O)NCCc4ccccc4)CC3)c(=O)c3ccccc32)c1C (configuration not stated)	111	0.7
COc1ccc(OC)c(CNC(=O)c2ccccc2NC(=O)c2nsc3ccccc23)c1	106	-0.4
CC1Cc2cc(/C=C3\N=C(c4ccccc4F)OC3=O)ccc2O1 (configuration not stated)	93	-2
O=C(NC1CCS(=O)(=O)C1)c1cc(-c2ccccc2)nc2ccccc12 (configuration not stated)	102	0.1
CC(C)c1ccc(NC(=O)CSC(=O)c2ccccc2)cc1	100	-0.5
O=C(CCn1c(=O)c2cccn2c2cccnc21)NCCCc1ccccc1	100	-0.8
COc1ccc(C2CC(=O)c3c([nH]c(C(=O)OCc4ccccc4)c3C)C2)cc1OC (configuration not stated)	108	0.8
COc1ccc(C)cc1NC(C)C(=O)NC(=O)NC1CCCCC1 (configuration not stated)	104	0.3
CC1Cc2ccccc2N1C(=O)COc1ncnc2c1cnn2-c1ccccc1 (configuration not stated)	97	-0.5
CCOC(=O)N1CCN(CN2C(=O)NC(c3ccccc3)(c3ccccc3)C2=O)CC1	102	0
CC(C)(C)C(=O)Nc1nc(-c2ccc(Cl)s2)cs1	100	-0.5
Cn1c(=O)c2sccc2n2c(CCC(=O)Nc3ccc(F)cc3)nnc12	102	-0.7
CC(C)(C)OC(=O)N1CCC(c2c(C(=O)N3CCN(C(=O)c4ccco4)CC3)cnn2-c2cccc(F)c2)CC1	110	0.7
CCN1c2ccccc2-c2nc(SCC(=O)Nc3cc(OC)cc(OC)c3)ncc2S1(=O)=O	100	-0.4
CC1CCN(S(=O)(=O)c2ccc(C(=O)Nc3c(C(N)=O)oc4ccccc34)cc2)CC1	106	1
N#CCCn1cc(C(=O)n2nnc3ccccc32)c(-c2ccccc2)n1	101	0.5
CCN(CC)C(=O)CSc1nc2c(c(=O)n(C)c(=O)n2C)n1Cc1ccccc1	109	1
COc1ccc(S(=O)(=O)n2c(=O)cnc3ccccc32)cc1	101	-0.1
NNC(=O)CCc1cccc(S(=O)(=O)N2CCOCC2)c1	102	0.1
CCC(C)NC(=O)c1sc2nc(C)c(C(=O)Nc3ccc(C)cc3C)c(-c3ccc(Br)cc3)c2c1N (configuration not stated)	107	0.5
Cc1ccc(CNCc2c(C(=O)O)n(Cc3ccc(C)cc3)c3cc(C)ccc23)cc1	111	0.7
COc1cc(NC(=O)CCS(=O)(=O)c2nc(-c3ccc4c(c3)OCO4)cc(C(F)(F)F)n2)cc(OC)c1OC	105	0.2
CS(=O)(=NC(=O)Nc1ccccc1)c1ccsc1 (configuration not stated)	99	-0.9
CCOC(=O)Cn1c2c(c(=N)c3c1CCC3)CCC2	100	-0.4
COc1ccc(-c2nsc3c(N4CCN(S(=O)(=O)c5cccc(F)c5)CC4)ncnc23)cc1	105	1.4

New compounds follow.
SMILES	Polio RdRp inh	Polio RdRp inh FP z-score
CCn1nnc2c(NCCc3ccc(S(N)(=O)=O)cc3)ncnc21	100	0
N=C1S/C(=C\c2ccccc2)C(=O)N1c1ccc(F)cc1	100	-0.6
CC(=O)N[C@H]1[C@H](Oc2ccc(Cl)cc2Cl)O[C@H](CO)[C@@H](O)[C@@H]1O	106	0.4
CCC1CCC(N2CCN(c3ccccc3F)CC2)CC1 (configuration not stated)	100	-0.2
Cc1ccc2oc(C(=O)Nc3ccc(S(=O)(=O)N4CCCCCC4)cc3)cc(=O)c2c1	103	-0.8
Cc1c(C)c(C)c(C(=O)/C=N/N)c(C)c1C	101	-0.3
Nc1ncc(Br)cc1S(=O)(=O)NCCC(=O)Nc1ccc(Cl)cc1	98	-1
CCN(C(=O)C1CCCN(S(=O)(=O)c2c(C)noc2/C=C/N(C)C)C1)c1cccc(C)c1 (configuration not stated)	96	-2.7
Cc1ccc(NC(=O)/C=C\C(=O)N(c2ccc(C(C)C)cc2)C(C(=O)NCc2ccco2)c2ccc(F)cc2)cc1 (configuration not stated)	108	-0.1
O=C(Nc1ccc(OCc2ccccc2)cc1)OCC1CN(Cc2ccccc2)CCO1 (configuration not stated)	104	0
Cc1cc(S(=O)(=O)N2CCCCC2)c(C)c(C)c1C	104	1.2
CCC(C)(C)NCC(=O)Nc1ccc(OC(F)(F)F)cc1	106	0.5
Cc1ccc(C(=O)CC(C(=O)c2ccc(C(F)(F)F)cc2)c2cccs2)cc1 (configuration not stated)	102	0
COc1ccc(OC/C(N)=N/OC(=O)c2cc(C)on2)cc1	100	-0.3
O=C(NN1C(=O)C2C3C=CC(C3)C2C1=O)c1ccncc1 (configuration not stated)	102	0.2
CCC(Sc1nc2ncccc2o1)C(=O)Nc1cccc(C)c1 (configuration not stated)	105	-0.4
C#C[C@]1(O)CCC2C3CCC4=CC(=O)CC[C@]4(C)C3CC[C@@]21C (some centres not stated)	99	-0.2
COc1ccccc1NC(=O)c1cccc(S(=O)(=O)N2CCCC2)c1	103	0.3
CN1CCN(NC(=O)COc2ccc3c(c2)CCC3)CC1	101	0.5
Cc1ccc(Cl)cc1NC(=O)Nc1nnc(N2CCCC(C)C2)s1 (configuration not stated)	113	1.3
CCN(CC)c1ccc(C2N(C(=O)N3CCOCC3)CCN2S(=O)(=O)c2ccc(C)cc2)cc1 (configuration not stated)	101	-0.2
CNc1ccc(Br)cc1-c1n[nH]c(=S)[nH]c1=O	103	0.8
COc1cc2c(cc1OC)C1=C(C#N)CN(CC(=O)O)CN1CC2	102	0.2
COc1cccc(C(=O)NC(C)C2CC3CCC2C3)c1OC (configuration not stated)	102	0.3
N#Cc1c(NC(=O)CC(c2ccccc2)c2ccccc2)oc(-c2ccco2)c1-c1ccco1	109	0.8

(further entries)
SMILES	Polio RdRp inh	Polio RdRp inh FP z-score
COc1cc2c(C#N)c(N3CCN(S(=O)(=O)c4ccccc4C(F)(F)F)CC3)nc(N)c2c(N)n1	104	0.2
Cc1cccc(CCNC(=O)C2CCCN(S(=O)(=O)c3ccc4c(c3)oc(=O)n4C)C2)c1 (configuration not stated)	112	1
O=C(O)CCCC(=O)n1cnc2ccccc21	103	0.3
O=C(CN1C(=O)C2CCCCN2c2ccc(C(=O)N3CCCC3)cc21)NCc1ccccc1 (configuration not stated)	103	-0.9
O=C(CC1NC(=O)NC1=O)Nc1ccccc1 (configuration not stated)	104	0.6
O=C1CN(C(=O)CCN2CCOCC2)C(c2ccccc2)c2cc(Br)ccc2N1 (configuration not stated)	106	1.1
Cc1ccc2oc(=O)c3cc(C(=O)N4CCN(c5ccccc5F)CC4)sc3c2c1	103	0
Cc1ccc2nc3n(c(=O)c2c1)CC(O)=C3C#N	101	-0.1
Nc1nc(SCC(=O)N(C2CCCCC2)C2CCS(=O)(=O)C2)nc2sc3c(c12)CCCC3 (configuration not stated)	106	0.6
Cc1cc(C)cc(NS(=O)(=O)c2coc(C(N)=O)c2)c1	100	-0.1
Cc1cc(NCc2cccnc2)c2ccc(Cl)cc2n1	95	-1.5
CC1(c2ccc(Cl)cc2)NC(=O)CS1 (configuration not stated)	99	-0.7
CCOc1ccc(NC(=O)c2c(NC(=O)c3ccncc3)sc3c2CCC(C(C)(C)C)C3)cc1 (configuration not stated)	83*	-6.9*
O=C(Cn1c2ncccc2c(=O)n1-c1ccccc1)NCc1ccccc1	104	-0.1
CSc1c(C#N)c(-c2cccs2)nn1CC(=O)N/N=C/c1cccs1	98	-1.3
Nc1cc(=O)[nH]c(=O)n1CC12CC3CC(CC(C3)C1)C2	103	0.1
CCN(C(=O)c1coc(=O)c2ccccc12)c1ccccc1C	103	-0.2
CN1CCN(CC2COc3ccccc3O2)CC1 (configuration not stated)	97	-0.7
CC(NCc1ccccc1)C1COc2ccccc2O1 (configuration not stated)	101	-0.3
COc1ccc(S(=O)(=O)N2CCC(NC(=O)NCC3CCCO3)CC2)cc1 (configuration not stated)	99	-1.7
O=C(Nc1cccnc1)OC1CCCC1	101	-0.2
CN(C)C(CNS(=O)(=O)c1ccc(F)cc1)c1cccnc1 (configuration not stated)	104	1.2
O=C(CN1CCCCC1)N/N=C/c1ccc(/C=N/NC(=O)CN2CCCCC2)cc1	108	1.7
COCCn1c(-c2cccc(C)c2)nn(CN2CCCC(C(N)=O)C2)c1=S (configuration not stated)	102	0
CC(=O)NC(Cc1c[nH]c2ccccc12)C(=O)OCc1cc(=O)n2c3c(sc2n1)CCCC3 (configuration not stated)	106	0.6

(next part)
SMILES	Polio RdRp inh	Polio RdRp inh FP z-score
Cc1nc2ccn(Cc3ccccc3)c(=O)c2cc1C(=O)O	104	1.2
Cc1ccc2c(c1)cc(CN(Cc1ccco1)C(=O)N(C)C)c1nnnn12	103	0.5
C=Cc1ccc(Cn2c(SCC(=O)N3CCN(c4ccc(F)cc4)CC3)nc3ccccc32)cc1	109	-0.4
CCOC(=O)c1c(C)[nH]c(C)c1S(=O)(=O)N1CCCC(C(=O)Nc2ccc(F)cc2F)C1 (configuration not stated)	109	0.2
CCOc1ccc2nc(Cl)c(C3CC(c4ccccc4)=NN3C(=O)CCC(=O)O)cc2c1 (configuration not stated)	106	0.3
COC(=O)Nc1cccc(NC(=O)OC)c1F	104	0.6
CCN1CCN(C(=O)c2ccc3c(c2)N(Cc2ccccc2F)C(=O)c2ccccc2S3(=O)=O)CC1	103	-0.3
COc1ccc(CCC(=O)NCc2ccc3c(c2)CCN3C(=O)c2ccc(Cl)cc2)cc1	108	0.3
CCOc1ccc(/C=c2/sc3nnc(-c4ccccc4C)n3c2=O)cc1	101	-0.2
COc1cccc(CNC(=O)c2cc(S(=O)(=O)N3CCCCC3)c[nH]2)c1	103	-0.8
O=C(/C=C/c1ccco1)OCC(=O)C12CC3CC(CC(C3)C1)C2	102	0.1
O=C(c1ccccn1)N1CCN(c2ccc(C(F)(F)F)cn2)CC1	101	-0.3
CN(C)c1ccc(/C=C2/S/C(=N/O)NC2=O)cc1	109	1.7
c1ccn2c(Cc3nnc4ccccn34)nnc2c1	99	-0.7
CC(=O)Nc1ccc(NC(=O)c2cc3sccc3n2Cc2ccc(F)cc2)cc1	110	1.4
CCN(CCO)C1CC(=O)N(c2ccccc2C)C1=O (configuration not stated)	99	-1.3
Cc1sc2ncnc(N3CCC(C(=O)OCC(=O)NC4CC4)CC3)c2c1C	99	-0.3
Fc1cccc(CNCc2cn[nH]c2-c2ccc(Br)cc2)c1	103	0.3
CC(=O)N1c2ccc(S(=O)(=O)Nc3ccc(Cl)cc3C)cc2CC1C (configuration not stated)	100	-0.4
CC(C)CC(C(=O)NCc1ccccc1F)N1C(=O)C2CC=CCC2C1=O (configuration not stated)	107	0.6
O=C1/C(=C/c2cccnc2)N2CCC1CC2	100	0.1
Cc1nc2c(c(C)c1CCC(=O)NC(C)C)c(=O)n(C)c(=O)n2C	99	-1.1
CCCCCC1=CCC/C1=N\NC(=O)c1ccc(N(CC)CC)cc1	114	0.9
Cc1oc(-c2cc(Cl)ccc2Cl)cc1C(=O)NCCO	105	0.5
CCCCNC(=O)CSC1=Nc2ccccc2C2=NC(CCC(=O)NCc3ccccc3OC)C(=O)N12 (configuration not stated)	109	0.4

Next section
SMILES	Polio RdRp inh	Polio RdRp inh FP z-score
COc1ccccc1NS(=O)(=O)c1ccc2oc(SCc3cn4c(C)cc(C)nc4n3)nc2c1	100	0
O=S(=O)(NCCC1=CCCCC1)c1ccc(-n2cccn2)cc1	101	-0.1
Cc1ccc(C)n1CCC(C)C	120	2.4
COc1ccc(OC)c(NC(=O)c2cc3cc(C)ccc3n2C)c1	112	1.1
Cc1c(C(=O)NCc2ccccc2Cl)sc2nc3n(c(=O)c12)CCCC3	111	0.8
Oc1ccc(N=Cc2cn(-c3ccccc3)nc2-c2ccco2)cc1	103	0.1
COc1cc(NC(=O)Cn2cc(S(=O)(=O)c3ccccc3)c(=O)c3ccccc32)cc(OC)c1	108	0.1
CCOc1ccc(-n2c(C)nc3cc(C(=O)NCc4ccc(C)cc4)ccc32)cc1	109	0.1
CC(c1ccc(F)cc1)N1CCCC1 (configuration not stated)	100	-0.2
Cc1ccc(-n2c(=O)[nH]c(=O)c3sc(N)nc32)cc1	103	1.2
CCOC(=O)CCN1CCCCC1	102	0.1
CCC(CC)C(=O)N1CCc2cc(OC)c(OC)cc2C1COc1ccccc1OC (configuration not stated)	105	-0.3
CCCn1c(=O)c2c(nc3n2CCCN3Cc2ccco2)n(C)c1=O	101	0
CCC(=O)N1c2nc(C(C)C)nn2C2(CCCCC2)[C@@H]2CCCC[C@@H]21	103	0
COc1ccccc1N1CCN(c2cc(N3CCCC3)nc(C)n2)CC1	102	-0.1
Cn1nc(C(=O)Nc2cc(F)ccc2F)c2c1-c1ccccc1SC2	105	-0.3

Compounds shown so far that have a thiophene ring, fused or not, in the order listed:
SMILES	Polio RdRp inh	Polio RdRp inh FP z-score
CC(C)(C)C(=O)Nc1nc(-c2ccc(Cl)s2)cs1	100	-0.5
Cn1c(=O)c2sccc2n2c(CCC(=O)Nc3ccc(F)cc3)nnc12	102	-0.7
CCC(C)NC(=O)c1sc2nc(C)c(C(=O)Nc3ccc(C)cc3C)c(-c3ccc(Br)cc3)c2c1N (configuration not stated)	107	0.5
CS(=O)(=NC(=O)Nc1ccccc1)c1ccsc1 (configuration not stated)	99	-0.9
Cc1ccc(C(=O)CC(C(=O)c2ccc(C(F)(F)F)cc2)c2cccs2)cc1 (configuration not stated)	102	0
Cc1ccc2oc(=O)c3cc(C(=O)N4CCN(c5ccccc5F)CC4)sc3c2c1	103	0
Nc1nc(SCC(=O)N(C2CCCCC2)C2CCS(=O)(=O)C2)nc2sc3c(c12)CCCC3 (configuration not stated)	106	0.6
CCOc1ccc(NC(=O)c2c(NC(=O)c3ccncc3)sc3c2CCC(C(C)(C)C)C3)cc1 (configuration not stated)	83*	-6.9*
CSc1c(C#N)c(-c2cccs2)nn1CC(=O)N/N=C/c1cccs1	98	-1.3
CC(=O)Nc1ccc(NC(=O)c2cc3sccc3n2Cc2ccc(F)cc2)cc1	110	1.4
Cc1sc2ncnc(N3CCC(C(=O)OCC(=O)NC4CC4)CC3)c2c1C	99	-0.3
Cc1c(C(=O)NCc2ccccc2Cl)sc2nc3n(c(=O)c12)CCCC3	111	0.8
